RGS4-Gao reg: human RGS4-Galphao interaction regulation. P09471. Multiplexed bead flow cytometry, RGS4-Galphao binding; actives lie on both sides. binding response (% of control), % at 10 µM. 0.33% of 220,000 active; in the data active means binding response below about 49% or above about 150%; inactive means in between;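 further: fluorescent Galphao activated with aluminum fluoride binding bead-coupled RGS4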
Target sequence (P09471 whole entry, looked up): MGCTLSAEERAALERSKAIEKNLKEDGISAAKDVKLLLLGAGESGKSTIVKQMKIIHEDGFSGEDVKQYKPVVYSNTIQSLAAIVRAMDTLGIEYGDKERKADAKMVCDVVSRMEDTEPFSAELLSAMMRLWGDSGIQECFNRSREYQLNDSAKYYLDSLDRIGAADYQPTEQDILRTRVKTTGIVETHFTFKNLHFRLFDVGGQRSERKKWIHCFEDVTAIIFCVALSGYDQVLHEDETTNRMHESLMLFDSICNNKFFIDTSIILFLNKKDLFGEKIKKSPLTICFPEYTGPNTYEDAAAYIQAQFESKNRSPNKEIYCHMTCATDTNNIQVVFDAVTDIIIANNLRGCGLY
RGS8-Gao: human RGS8-Galphao interaction regulation. P09471. multiplexed bead flow cytometry, RGS8-Galphao binding; actives lie on both sides. response (percent of control binding), % at 10 µM. 0.34% of 220,000 active. AID 1423; in the data active means response below about 60% or above about 140%; inactive means in between;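 further: Galphao activated as the GDP aluminium fluoride complex binding bead-coupled RGS8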
RGS7-Gao reg: modulates binding of RGS7 to human Galphao. P09471. Multiplexed bead flow cytometry; actives lie on both sides. binding response (% of control), % at 10 µM. 0.35% of 220,000 active; in the data active means binding response below about 49% or above about 150%; inconclusive means no clear call, values can overlap the other calls; inactive means in between;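 further: fluorescent Galphao held in activated GDP-AlF4 state binding bead-coupled RGS7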
The depositor's hits bear a star; ? = inconclusive; / = not tested or not shown. The list is partial; count on the stated rates, not on these rows.

cpd	Structure	RGS4-Gao reg	RGS8-Gao	RGS7-Gao reg
1	CC(C)(C)c1ccc(-c2nc(C#N)c(NCCCn3ccnc3)o2)cc1	97	97	?
2	O=[N+]([O-])c1ccccc1NCc1c(O)ccc2ccccc12	103	104	?
3	O=C(CSc1cccc2cccnc12)Nc1ccc(S(=O)(=O)N2CCOCC2)cc1	95	100	?
4	CCCCC1=CC2=C(c3ccco3)C(=O)C(C)(OC(=O)c3ccc(OC)cc3)C(=O)C2=CN1CC1CC1 (stereo not drawn)	86	90	?
5	Cc1ccc(S(=O)(=O)/N=C(/NC(=S)Nc2c(C)n(C)n(-c3ccccc3)c2=O)c2ccccc2)cc1	126	103	?
6	COc1ccc(OC)c(-n2c(SCC(=O)Nc3cccc(S(N)(=O)=O)c3)nc3ccccc3c2=O)c1	95	94	?
7	COc1ccc(NS(=O)(=O)c2ccc(C)cc2)c([N+](=O)[O-])c1	99	95	?
8	C/C(=N/OC(=O)c1ccccc1)c1oc(C)nc1C	99	102	?
9	Cc1ccc(S(=O)(=O)Nc2nc(C)cc(NN)n2)cc1	97	100	?
10	Cc1nc([N+](=O)[O-])cn1C(C)C	92	95	?
11	NNC(=O)c1ccc(COCC(F)(F)F)cc1	98	100	?
12	C=CCNC(=S)Nc1c(N)n(C)c(=O)n(C)c1=O	101	100	?
13	Cn1c(=O)c2c(ncn2CC(O)CNc2ccc(F)cc2)n(C)c1=O (stereo not drawn)	101	99	?
14	CCOP(=O)(OCC)/C(=N/OC(=O)c1ccc(OC)cc1)C(N)=O	92	96	?
15	CCOc1ccc2nc(SCC3CC3(Cl)Cl)[nH]c2c1 (stereo not drawn)	101	101	?
16	Cc1ccc(/C=N/OC(=O)c2c(C)noc2-c2snnc2C)cc1	105	103	?
17	CS(=O)(=O)Nc1nc2ccccc2[nH]1	94	96	?
18	Cc1oc2cc([N+](=O)[O-])c(O)c([N+](=O)[O-])c2c1C(=O)c1ccc(Cl)cc1	82	98	?
19	CCOC(=O)c1cc(C#N)c(SCC(=O)Nc2ccc(C(C)=O)cc2)[nH]c1=O	104	100	?
20	COc1cccc(C2c3c(-c4ccccc4O)n[nH]c3C(=O)N2Cc2ccco2)c1 (stereo not drawn)	99	100	?
21	Cc1nc(CS(=O)(=O)c2ccc(Cl)cc2)sc1C(=O)O	97	100	?
22	COc1ccc(C2/C=C\CN(C(=O)c3ccc(C)cc3)CC(=O)N2Cc2ccc(F)cc2)cc1 (stereo not drawn)	99	97	?
23	O=C1NCCCC1C(=O)N/N=C/c1ccccc1[N+](=O)[O-] (stereo not drawn)	107	103	?
24	CN(C)c1cc(-c2ccc(Cl)c(Cl)c2)oc(=O)c1Cl	101	102	?
25	CCC(C(=O)NC(C)(C)C)N(Cc1cccs1)C(=O)CNS(=O)(=O)c1ccccc1 (stereo not drawn)	104	98	?
26	O=C(/C=C/c1ccccc1Cl)Nc1ccccc1	103	106	?
27	O=[N+]([O-])c1ccc(/C=N/n2cn[nH]c2=S)cc1	91	99	?
28	Nc1cc(N)nc(CS)n1	97	102	?
29	Cc1cc(C)cc(NC(=O)N(CCC#N)Cc2cccs2)c1	99	101	?
30	Nc1ccc2nc3c(=O)[nH]c(=S)[nH]c3nc2c1	94	84	?
31	Cc1onc(-c2ccccc2)c1C(=O)Oc1ccccc1	100	96	?
32	COc1ccc(C2CC(=O)Oc3c(C(CCN4CCCC(C)C4)c4ccc(N(C)C)cc4)c(OC)cc(OC)c32)cc1 (stereo not drawn)	98	100	?
33	Cc1oc(C)c(S(=O)(=O)NCc2cccs2)c1C(=O)O	98	100	?
34	CC1=C([N+](=O)[O-])C(c2ccccc2C(F)(F)F)NC(=O)N1C (stereo not drawn)	104	100	?
35	CC1CN(c2ccc(NS(=O)(=O)c3ccccc3)cc2C(=O)O)CC(C)O1 (stereo not drawn)	104	102	?
36	CCCCn1c(-c2cccs2)nc2oc3ccccc3c(=O)c2c1=O	101	101	?
37	Cc1cc(C)n2nc(C(=O)NNC(=O)c3ccc(Cl)cc3)nc2n1	86	94	?
38	O=P(c1ccccc1)(c1ccccc1)C(c1ccccn1)P(=O)(c1ccccc1)c1ccccc1	105	104	?
39	OCCC1CN(Cc2cccc3nonc23)CCN1Cc1ccsc1 (stereo not drawn)	105	103	?
40	O=C(COc1cccnc1[N+](=O)[O-])Nc1cc(S(=O)(=O)N2CCCCC2)ccc1Cl	105	99	?
41	O=C(CN1CCOCC1)N/N=C/c1ccc(-c2ccc(Br)cc2)o1	99	104	?
42	Cc1ccnn1CC(=O)N/N=C/c1ccc([N+](=O)[O-])s1	97	100	?
43	COc1ccc(NC(=O)c2nc[nH]c2C(=O)N2CCC(C)CC2)cc1	99	104	?
44	S=C1NCN(CCc2ccccc2)CN1Cc1ccccc1	101	99	?
45	O=C(NC(=S)N1CCN(c2ccc(O)cc2)CC1)c1cccs1	102	98	?
46	CCCCOc1ccc(/C=N/NC(=O)C2CCCNC2=O)cc1 (stereo not drawn)	102	101	?
47	CC(C)n1c(=S)[nH]c2cc(C(F)(F)F)ccc21	108	102	?
48	COc1ccc(C)cc1NC(=O)c1ccc2c(SCC(=O)O)c3c(nc2c1)CCCC3	97	104	?
49	Nc1nnn(CC(=O)N/N=C/c2ccc(O)cc2)n1	103	101	?
50	N/C(CCS(=O)(=O)c1ccc(Cl)cc1)=N\OC(=O)c1ccccc1C(F)(F)F	108	104	?
51	Cc1ccc(S(=O)(=O)NCc2c(Cl)cccc2Oc2ccccc2)cc1	104	102	?
52	CCNc1nc(NCC)nc(N/N=C/c2cc(OC)c(OC)c(OC)c2)n1	102	100	?
53	CC(=O)c1sc(C(C)(C)C)cc1NC(=O)CCC(=O)O	108	106	?
54	CC(=O)Nc1ccc(NC(=O)Nc2cc(C)cc(C)c2)cc1	97	97	?
55	Cc1ccc(NC(=O)c2ccc(Cl)cc2Cl)cc1O	97	93	?
56	NC(=O)NC(=O)COC(=O)c1cccc(S(=O)(=O)N2CCCCCC2)c1	98	96	?
57	O=[N+]([O-])c1ccc(Cl)c(S(=O)(=O)n2ccnc2)c1	102	100	?
58	Cc1ccnc(NS(=O)(=O)c2ccc(NC(=O)C(C)(C)C)cc2)n1	101	104	?
59	COc1ccccc1NC(=O)C1=C(C)NC(=O)NC1c1ccco1 (stereo not drawn)	106	108	?
60	Cc1ccc(/C=C2/SC(=S)N(c3ccc(S(=O)(=O)Nc4nccs4)cc3)C2=O)cc1	101	101	?

New compounds follow
cpd	Structure	RGS4-Gao reg	RGS8-Gao	RGS7-Gao reg
61	CC(=O)/C(=N/Nc1ccccc1[N+](=O)[O-])N1CCCc2ccccc21	99	100	?
62	COC(CNC(=O)c1coc2nc3ccccc3nc12)OC	98	100	?
63	O=C(CSc1nc2ccc([N+](=O)[O-])cc2s1)c1ccc2ccccc2c1	3.0*	31*	?
64	CCN(CC)S(=O)(=O)c1ccc(/C=C/C(=O)Nc2ccc(N3CCOCC3)cc2)cc1	94	100	?
65	O=C(CSc1nnc(-c2ccncc2)n1Cc1ccco1)Nc1ccccc1F	104	102	?
66	O=C1[C@@H]2C(c3ccc(F)cc3)=NO[C@@H]2C(=O)N1Cc1ccccc1	101	101	?
67	CC(C)(C)c1nc(N)nc(=O)[nH]1	102	103	?
68	Cc1nc2nc(SCc3nc4ccccc4[nH]3)[nH]c2cc1Br	99	105	?
69	Cc1ccc(C(=O)COc2cc(C)nc3nncn23)cc1	101	103	?
70	CCc1ccc[n+](-c2nc3ccccc3nc2C(=C=[N-])C#N)c1	94	96	?
71	CN(C)n1cccc1/C=C(\C#N)S(=O)(=O)c1ccc(Cl)cc1	104	103	?
72	[NH-]c1ncnc2c1N=C[N+]2=CC=CCO	90	95	?
73	CN(Cc1ccccc1)S(=O)(=O)c1ccc(N2CCOCC2)nc1	98	102	?
74	Brc1cc(Cc2nnc(-c3ccccc3)o2)c(Br)s1	114	106	?
75	Cc1ccc(CN2CCN(Cc3nc4ccccc4nc3C)CC2CCO)cc1 (stereo not drawn)	98	99	?
76	Cc1cc(NC(=O)c2cc(C(C)(C)C)oc2C)no1	101	100	?
77	O=C1/C(=C/c2ccncc2)SC(=S)N1N1CCOCC1	101	101	?
78	CCOC(=O)c1ccc(N2C(=O)CC(NNC(=O)c3ccc(Br)s3)C2=O)cc1 (stereo not drawn)	85	90	?
79	CCN(Cc1ccccc1)C(=O)c1cc(COc2c(F)cccc2F)on1	99	100	?
80	CCOC(=O)c1c(NC(=O)CCC(=O)N(CC)CC)sc2c1CC(C)(C)OC2	98	99	?
81	CCc1cccc(C)c1NC(=O)N(C)C1CCCCC1	93	100	?
82	CCN(CC)S(=O)(=O)c1ccc(N2CCCC2)c(NC(=O)Cc2ccccc2)c1	92	97	?
83	CCOC(CNC(=O)c1cccc([N+](=O)[O-])c1)OCC	101	99	?
84	O=c1[nH]c2cc3c(cc2cc1CN(CCO)S(=O)(=O)c1ccccc1)OCCO3	99	100	?
85	C/C=C/C(=O)Nc1cccc(C2=NOC3(C2)C[C@@H](C(N)=O)N(C(=O)/C(C)=C/C)C3)c1 (stereo partly drawn)	98	102	?
86	C/C(CCC1CC(C)OC1=O)=N\NC(N)=O (stereo not drawn)	98	100	?
87	COc1ccccc1N1C(=S)NC2CS(=O)(=O)CC21 (stereo not drawn)	106	106	?
88	Nc1cc(S(=O)(=O)Nc2cc(Cl)ccc2Cl)ccc1N1CCOCC1	93	81	?
89	O=C(Nc1ccc(-c2csc(Nc3ccc(Cl)cc3)n2)cc1)c1cccc(C(F)(F)F)c1	104	103	?
90	Cc1nc(C)c(/C(O)=C\c2nc3ccc([N+](=O)[O-])cc3oc2=O)o1	99	98	?

Molecules above containing a tert-butyl group (6):
cpd	Structure	RGS4-Gao reg	RGS8-Gao	RGS7-Gao reg
1	CC(C)(C)c1ccc(-c2nc(C#N)c(NCCCn3ccnc3)o2)cc1	97	97	?
25	CCC(C(=O)NC(C)(C)C)N(Cc1cccs1)C(=O)CNS(=O)(=O)c1ccccc1 (stereo not drawn)	104	98	?
53	CC(=O)c1sc(C(C)(C)C)cc1NC(=O)CCC(=O)O	108	106	?
58	Cc1ccnc(NS(=O)(=O)c2ccc(NC(=O)C(C)(C)C)cc2)n1	101	104	?
67	CC(C)(C)c1nc(N)nc(=O)[nH]1	102	103	?
76	Cc1cc(NC(=O)c2cc(C(C)(C)C)oc2C)no1	101	100	?

Some of these compounds in order of the RGS4-Gao reg value, largest number first.
item	SMILES	RGS4-Gao reg	RGS8-Gao	RGS7-Gao reg
74	Brc1cc(Cc2nnc(-c3ccccc3)o2)c(Br)s1	114	106	?
79	CCN(Cc1ccccc1)C(=O)c1cc(COc2c(F)cccc2F)on1	99	100	?
81	CCc1cccc(C)c1NC(=O)N(C)C1CCCCC1	93	100	?

Other records follow.
cpd	Structure	RGS4-Gao reg	RGS8-Gao	RGS7-Gao reg
91	Cc1ccc(CNC(=O)c2ccc3c(=O)c(O)c(-c4ccc(C)cc4)[nH]c3c2)cc1	96	100	?
92	O=C(O)CCCC(=O)Nc1ccc(Oc2cccc(C(F)(F)F)c2)nc1	99	100	?
93	CC(C)(C)C(=O)O/N=C(\N)c1ccc([N+](=O)[O-])s1	104	105	?
94	C=CCn1c(SCC(=O)c2ccc(O)c(O)c2)nnc1-c1cccnc1	104	100	?
95	CNc1nc(=S)[nH]c2ccccc12	105	101	?
96	NS(=O)(=O)c1ccc(CNS(=O)(=O)c2cccc3nonc23)cc1	111	101	?
97	CN1C(C(=O)NCc2ccccc2)CC2Cn3c(nc4ccccc43)C21 (stereo not drawn)	103	103	?
98	COc1cc(/C=N/NC(=O)c2cc(-c3cccs3)nc3ccccc23)ccc1O	110	107	?
99	Oc1ccc(/C=N\Nc2nncc(-c3ccccc3)n2)cc1	106	101	?
100	O=C1CCCCc2sc(Br)c([N+](=O)[O-])c2N1	102	100	?
101	Cc1ccc(C(=O)Nc2cccnc2Oc2ccc(Cl)cc2)cc1	93	98	?
102	O=S(=O)(Nc1cccc(-c2nnco2)c1)c1ccc(Cl)cc1	94	97	?
103	S=c1[nH]ccn1-c1cccc(Cl)c1Cl	104	102	?
104	O=C(O)c1ccccc1-c1ccccc1C(=O)Nc1cccc(Br)c1	93	98	?
105	O=c1cc(CSCc2ccc(Cl)cc2)[nH]c(=O)[nH]1	101	99	?
106	c1ccc(CN2CCC3(CC2)Nc2ccccc2S3)cc1	103	98	/
107	C=C(C)C(=O)Nc1cccc(C2=NOC3(C2)C[C@@H](C(N)=O)N(C(=O)c2cc([N+](=O)[O-])cc([N+](=O)[O-])c2C)C3)c1 (stereo partly drawn)	103	100	?
108	C/C(=N/Nc1nc(-c2ccccc2F)nc2ccccc12)c1ccccc1O	101	102	?
109	S=C1CCC(c2ccc(Br)cc2)=NN1c1ccccc1	91	96	?
110	CCn1cc(Br)c(C(=O)Nc2ccc(F)cc2F)n1	104	103	?
111	O=C(NCCc1ccc(Cl)cc1)c1ccc(CNc2c(N3CCOCC3)c(=O)c2=O)cc1	90	96	?
112	CC(C)OCCCN1CN(S(=O)(=O)c2cccs2)c2nc3ccccc3nc21	101	101	?
113	O=C(NC(=O)c1ccccc1F)OCc1ccc(Cl)cc1Cl	95	96	?
114	O=C(Nc1ccccc1N1CCN(C(=O)c2ccccc2)CC1)c1ccccc1Cl	98	101	?
115	O=C(NCCCc1ccccc1)C1CCC(CNc2c(N3CCCCC3)c(=O)c2=O)CC1 (stereo not drawn)	93	95	?
116	CC(C)(C)C(=O)Nc1c(Br)c(C2CC2)nn1-c1ccccc1	102	100	?
117	COCCCNCCC(CCC(C)C)c1ccc2c(c1)OCO2 (stereo not drawn)	94	101	?
118	Cc1ccc(NC(=O)c2cc3cccc([N+](=O)[O-])c3[nH]2)cc1	90	100	?
